Rac1 act GTP bind: GTP binding modulators of activated mutant Rac1, primary screen, biochemical, bead-based flow cytometry, multiplex, fluorescent GTP | percent activity (GTP binding), % at 10 µM | GST-Rac1 activated beads; actives lie on both sides; 100% means binding = to untreated wells | 190,000 compounds, 0.11% hits | AID 764, 2007;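 active means GTP binding at least 20 percentage points away from the 100% baseline, in either direction, so actives lie on both sides; inconclusive means Compound likely fluorescent itself, or too few beads counted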
HRas wt GTP: modulators of GTP binding to HRas wildtype, primary screen, biochemical, bead-based flow cytometry, multiplex | AID 759, 2007 | GST-Ras wt beads, Bodipy-FL-GTP binding; actives lie on both sides | GTP binding activity, % at 10 µM | 190,000 compounds, 0.14% hits;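 active means GTP binding activity at least 20% away from the 100% baseline, either lowered as inhibitor or raised as activator; inconclusive means flagged as likely green fluorescent, judged across all proteins in the well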;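 further: 0% = unlabeled GTP competition control and 100% = no-compound control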
Target sequence (P01112 whole entry, looked up): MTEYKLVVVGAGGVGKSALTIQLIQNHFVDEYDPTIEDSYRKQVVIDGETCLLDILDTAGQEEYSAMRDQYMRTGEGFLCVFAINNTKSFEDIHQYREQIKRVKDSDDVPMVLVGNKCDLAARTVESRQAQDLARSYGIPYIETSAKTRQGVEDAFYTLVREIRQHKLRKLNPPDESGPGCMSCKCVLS
Rab2 wt GTP: modulators of GTP binding to Rab2A wildtype, primary screen, biochemical, dog, bead-based flow cytometry, multiplex; GTP binding activity, % at 10 µM; 190,000 compounds, 0.19% hits; GST-Rab2 wt beads, Bodipy-GTP binding;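 active means GTP binding activity at least 20 points away from 100%, either lowered or raised; inconclusive means signal likely due to the compound's own green fluorescence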;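 further: 0% = beads with excess unlabeled GTP and 100% = no-compound control corrected for plate trend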
Mcl1 Noxa PPI: Mcl-1/Noxa binding inhibitors, primary screen, biochemical, TR-FRET, 1536-well; Induced myeloid leukemia cell differentiation protein Mcl-1 (Homo sapiens), Q07820; TR-FRET Mcl-1/Noxa peptide binding, 2 h; inhibition, % at 21.7 µM; 220,000 compounds, 1.5% hits;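 active means compounds that cut the protein-peptide binding signal by more than 50% relative to plate controls in a single-dose test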;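 further: His-tagged Mcl-1 with rhodamine Noxa BH3 peptide and terbium anti-His antibody; 0% = Mcl-1 plus Noxa peptide wells and 100% = peptide-only wells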
RGS8-Gao: RGS8-Galphao binding modulators, primary screen, biochemical, multiplexed bead flow cytometry | response (percent of control binding), % at 10 µM | actives lie on both sides | Guanine nucleotide-binding protein G(o) subunit alpha (Homo sapiens), P09471 | 220,000 compounds, 0.34% hits; in the data active means response below about 60% or above about 140%; inactive means in between;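 further: Galphao activated as the GDP aluminium fluoride complex binding bead-coupled RGS8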
Target sequence (P09471 whole entry, looked up): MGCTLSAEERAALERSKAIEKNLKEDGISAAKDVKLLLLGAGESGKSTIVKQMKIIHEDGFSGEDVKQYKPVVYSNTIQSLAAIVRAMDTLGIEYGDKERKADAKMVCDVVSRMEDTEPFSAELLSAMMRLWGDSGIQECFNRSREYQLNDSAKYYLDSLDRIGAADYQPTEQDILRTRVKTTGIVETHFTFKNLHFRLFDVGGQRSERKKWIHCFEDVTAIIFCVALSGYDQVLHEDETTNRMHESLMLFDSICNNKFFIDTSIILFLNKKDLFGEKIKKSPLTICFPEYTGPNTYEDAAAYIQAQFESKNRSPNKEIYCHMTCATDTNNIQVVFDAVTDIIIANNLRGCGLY
Mcl-1 Bim block: inhibitors of Bim peptide binding to Mcl-1, primary screen, biochemical, bead-based flow cytometry, multiplex | Induced myeloid leukemia cell differentiation protein Mcl-1 (Homo sapiens), Q07820 | inhibition, % at 10 µM | Bim peptide-Mcl-1 binding | 190,000 compounds, 0.1% hits; in the data active means inhibition above about 40%;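 further: 0% = no compound tracer wells and 100% = peptide blocker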
Rab7 wt modul: modulators of GTP binding to Rab7, primary screen, biochemical, wildtype, multiplex bead flow cytometry; Rab7 GTPase wild type (dog), Bodipy-FL-GTP binding; GST-Rab7 beads, fluorescent GTP binding; actives lie on both sides; untreated = 100%, excess cold GTP = 0%; GTP binding activity (percent of control), % at 10 µM; 190,000 compounds, 0.055% hits; AID 758, 2007;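 active means fluorescent GTP binding to Rab7 beads changed by at least 20 points from the 100% baseline, either direction, mostly lower; inconclusive means compound itself probably fluorescent, or too few beads counted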;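 further: median green fluorescence of bound Bodipy-FL-GTP per Rab7 bead population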
Mcl1-Bid inh: Mcl-1/Bid binding inhibitors, primary screen, biochemical, TR-FRET, 1536-well; Induced myeloid leukemia cell differentiation protein Mcl-1 (Homo sapiens), Q07820; TR-FRET Mcl-1/Bid-Dy647 peptide binding; inhibition, % at 21.7 µM; 220,000 compounds, 0.97% hits; AID 1021, 2008;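 active means compounds that cut the binding signal by more than half at the single screening dose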;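 further: His-tagged Mcl-1 with europium anti-His antibody binding Bid BH3 peptide; 0% = Mcl-1 plus peptide wells and 100% = peptide-only wells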
Pf gametocyte: late stage P. falciparum gametocyte viability inhibitors, primary screen, ATP luminescence, HTS; P. falciparum stage V gametocytes, 24 h; inhibition, % at 10.9 µM; 150,000 compounds, 0.065% hits;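 active means inhibition above the mean plus 3 SD of compounds within the control limits, set per campaign, cut at about 38% in these data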;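 further: 0% = DMSO wells and 100% = medium only without gametocytes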
Rac1 wt GTP bind: wildtype Rac1 GTP binding modulators, primary screen, biochemical, GST-Rac1 beads, flow cytometry, multiplex; Ras-related C3 botulinum toxin substrate 1 (Homo sapiens), P63000; fluorescent GTP binding; actives lie on both sides; 0 = cold GTP competed, 100 = untreated; GTP binding activity (% of control), % at 10 µM; 190,000 compounds, 0.27% hits;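 active means GTP binding activity at least 20 points away from the 100% control level, either lower or higher; inconclusive means compound flagged as likely green fluorescent, judged across all proteins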
Cdc42 wt: modulators of GTP binding to wildtype Cdc42, primary screen, biochemical, multiplex bead flow cytometry, Bodipy-GTP; Cell division control protein 42 homolog (Homo sapiens), P60953; GST-Cdc42 beads; actives lie on both sides; percent activity (GTP binding), % at 10 µM; 190,000 compounds, 0.2% hits; AID 761, 2007;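 active means percent activity GTP binding at least 20 points away from the 100% baseline, either down as inhibitor or up as activator; inconclusive means compound flagged as likely green fluorescent from well-wide comparison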;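 further: median bead fluorescence of bound Bodipy-FL-GTP at 100 nM; 0% = excess unlabeled GTP control and 100% = no compound control; below 100% means less GTP binding so inhibitor and above means activator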
Target sequence (P60953 whole entry, looked up): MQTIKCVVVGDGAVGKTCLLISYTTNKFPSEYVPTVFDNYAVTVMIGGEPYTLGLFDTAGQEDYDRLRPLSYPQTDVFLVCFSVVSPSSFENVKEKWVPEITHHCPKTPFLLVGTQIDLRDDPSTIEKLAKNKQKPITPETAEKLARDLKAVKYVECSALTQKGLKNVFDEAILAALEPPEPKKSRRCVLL
Starred values were filed as active, the others as inactive; ? = inconclusive; · = no result given; [ ] = dose if it differs, or a comment. Compounds as they come (roughly 2.9% active in at least one column).

SMILES,Rac1 act GTP bind,HRas wt GTP,Rab2 wt GTP,Mcl1 Noxa PPI,RGS8-Gao,Mcl-1 Bim block,Rab7 wt modul,Mcl1-Bid inh,Pf gametocyte,Rac1 wt GTP bind,Cdc42 wt
O=C(Cn1cnc2ccccc21)N/N=C/c1ccco1,98.0,101.0,98.0,4.8,100.3,-2.0,97.0,-1.2,11.0,99.0,102.0
COc1ccc(/C(N)=N/OC(=O)Cc2ccc(OC)c(OC)c2)cc1,99.0,102.0,99.0,-1.8,100.2,-2.0,96.0,-53.8,2.7,103.0,102.0
CCCCN(C(=O)Cc1cccs1)c1nnc(-c2cccnc2)s1,100.0,103.0,98.0,23.2,103.7,-4.0,98.0,1.7,·,102.0,102.0
Cc1ccccc1NC(=O)C1C2CC/C=C\CCC21 (stereo unspecified),100.0,98.0,98.0,14.8,101.7,-4.0,98.0,-5.6,-15.2,102.0,97.0
Nc1nonc1-c1nc2ccccc2n1CC(=O)N1CCN(c2ccc(F)cc2)CC1,94.0,98.0,95.0,4.9,98.9,1.0,95.0,-15.3,·,95.0,99.0
CN(CC(=O)NNC(=O)c1cccnc1)S(=O)(=O)c1cc(Cl)ccc1Cl,99.0,104.0,104.0,5.2,99.0,2.0,108.0,-28.3,3.2,103.0,103.0
COc1ccc2c(c1)c(C(C)=O)c(C)n2-c1ccccc1,102.0,100.0,98.0,2.7,100.4,-63.0,98.0,-40.9,13.0,110.0,107.0
CCC1CCCN1Cn1cnc2c([nH]c3ccccc32)c1=O (stereo unspecified),94.0,95.0,96.0,0.0,107.6,0.0,94.0,-13.3,·,92.0,94.0
Cc1ccc(C2(C(F)(F)F)NC(=O)N3CCCN=C3S2)cc1 (stereo unspecified),99.0,100.0,98.0,13.5,105.5,-3.0,98.0,-2.8,-21.4,99.0,100.0
OCCN1CCN(c2nc(-c3ccccc3)nc3c2oc2ccccc23)CC1,102.0,102.0,102.0,19.1,98.7,0.0,96.0,-8.3,·,104.0,103.0
CC(c1ccco1)N(C(=O)c1ccc(S(=O)(=O)N2CCCCC2)cc1)c1ccccn1 (stereo unspecified),98.0,98.0,99.0,8.4,101.8,0.0,99.0,-15.1,·,100.0,102.0
CNC(=O)c1sc(SC)cc1-c1ccc(Cl)cc1,103.0,104.0,106.0,-3.6,95.5,-1.0,96.0,-22.3,-5.8,103.0,105.0
O=C(CCC(=O)Nc1ccc(Br)cc1)N/N=C/c1cc([N+](=O)[O-])ccc1O,89.0,92.0,92.0,-21.8,98.3,1.0,92.0,-47.1,-5.2,93.0,90.0
COC(=O)c1sccc1NC(=O)Cc1ccc(OC)cc1,100.0,102.0,99.0,1.3,101.9,0.0,98.0,-14.9,9.7,104.0,101.0
C/C(=N\N=C\c1ccccc1F)c1nnn(-c2nonc2N)c1C,103.0,98.0,94.0,-7.8,95.2,-6.0,101.0,4.7,·,111.0,111.0
COc1ccccc1CN1CCCC(C(=O)N(C)Cc2ccccc2)C1 (stereo unspecified),100.0,105.0,104.0,11.3,102.5,4.0,104.0,6.6,5.8,105.0,102.0
O=C(Nc1nc2ccccc2[nH]1)c1cc2ccccc2o1,?,?,?,-16.7,99.5,3.0,?,-23.3,0.8,?,?
O=C(COC(=O)C1CCN(C(=O)Nc2ccccc2)CC1)NCC(F)(F)F,97.0,96.0,98.0,9.7,95.8,0.0,96.0,-23.2,2.1,100.0,100.0
CC1(C)CC(C2N3CC4(C)CN2CC(C)(C3)C4=O)CCO1 (stereo unspecified),95.0,97.0,97.0,5.9,146.5*[activator],-2.0,96.0,-0.8,·,94.0,96.0
CCCCCn1cnc2c(sc3nc4c(cc32)CSC(C)(C)C4)c1=O,98.0,98.0,99.0,-4.0,101.0,-2.0,98.0,-55.3,14.8,103.0,100.0
Cc1nnc(SCC(=O)Nc2cc(-c3cc(C)c(C)cc3C)nn2-c2ccccc2)s1,99.0,99.0,98.0,9.7,107.8,-5.0,101.0,2.9,·,101.0,96.0
CN1C(=O)c2ccc(NC(=O)c3c(F)c(F)c(F)c(F)c3F)cc2C1=O,98.0,99.0,98.0,16.7,99.5,-2.0,95.0,0.5,·,100.0,98.0
CCOCCn1c(SCCCc2ccccc2)nc2c1c(=O)[nH]c(=O)n2C,98.0,102.0,102.0,22.2,98.8,-6.0,98.0,-0.4,·,109.0,106.0
COc1cccc(CNC(=O)C2CCN(S(=O)(=O)c3ccc(F)cc3)CC2)c1,93.0,100.0,97.0,3.2,101.6,-3.0,99.0,-23.2,·,96.0,98.0
CSc1ccccc1C(=O)Nc1cc(C)cc(C)c1,97.0,98.0,98.0,6.0,94.2,0.0,97.0,-40.4,·,100.0,98.0
O=C(O)Cc1ccc(N=Cc2c(O)ccc3ccccc23)cc1,98.0,100.0,99.0,27.9,103.0,-1.0,103.0,-34.0,12.2,100.0,102.0
COC(=O)C1=C(C)Nc2nnnn2C1c1ccc(Cl)cc1Cl (stereo unspecified),96.0,95.0,96.0,9.4,102.6,-4.0,99.0,-21.1,·,99.0,98.0
CN(C(=O)CSc1nnc(Cc2cccc3ccccc23)n1N)C1CCS(=O)(=O)C1 (stereo unspecified),101.0,105.0,103.0,1.5,102.4,-3.0,103.0,-22.5,·,110.0,103.0
CCOC(=O)C1CCN(C(=O)C2(NC(=O)Nc3cccc(F)c3)CCCCC2)CC1,97.0,96.0,96.0,7.7,100.4,1.0,96.0,-13.9,·,98.0,96.0
CCOc1cc(/C=N/NS(=O)(=O)c2ccc(OC)cc2)ccc1OCCN1CCOCC1,100.0,100.0,100.0,15.5,97.4,0.0,100.0,1.2,7.8,109.0,102.0
COCCNC(=O)Cn1cnc([N+](=O)[O-])n1,94.0,97.0,97.0,15.0,99.4,-3.0,99.0,-9.4,-20.1,100.0,98.0
CCOC(=O)/C=C1\SCC(=O)N1Cc1nnc(-c2ccccc2Br)o1,99.0,101.0,100.0,24.7,97.9,-5.0,101.0,-23.9,15.1,102.0,102.0
Brc1ccc(-c2ccc(/C=N/Nc3nc4ccccc4[nH]3)o2)cc1,98.0,99.0,98.0,-99.7,100.9,-6.0,101.0,-138.4,-6.3,103.0,99.0
Cc1ccc2cc(CN(CC3CCCO3)C(=O)C(C)C)c(=O)[nH]c2c1 (stereo unspecified),100.0,101.0,102.0,6.0,100.5,-3.0,99.0,-0.7,-0.6,107.0,103.0
Cn1c(=O)c2c(ncn2CC(=O)N2CCN(c3ccc(F)cc3)CC2)n(C)c1=O,99.0,102.0,100.0,3.5,100.5,0.0,101.0,-41.9,·,100.0,100.0
CCOc1ccc(N2C(=O)CC(N(CCc3ccccc3)C(=O)/C=C/C(=O)O)C2=O)cc1 (stereo unspecified),94.0,97.0,96.0,4.3,103.3,-1.0,105.0,-35.8,7.3,95.0,92.0
CCOC(=O)C1=CN(C)C=C(C(=O)OCC)C1c1ccsc1,98.0,99.0,100.0,-1.2,113.0,2.0,101.0,-26.6,-7.4,99.0,100.0
COc1ccc(S(=O)(=O)Cc2ccc(C(=O)N3CCN(c4ccccc4)CC3)o2)cc1,97.0,99.0,98.0,21.3,100.4,0.0,98.0,-19.8,·,104.0,98.0
CCOC(=O)c1cccc(NC(=O)C2CCCN(S(=O)(=O)c3c(C)nn(C)c3C)C2)c1 (stereo unspecified),101.0,100.0,100.0,7.6,106.1,0.0,103.0,3.1,·,106.0,102.0
COc1ccc(C/C(N)=N/OC(=O)Cc2ccc(OC)c(OC)c2)cc1,101.0,101.0,100.0,-1.4,99.1,-2.0,94.0,-47.1,8.1,106.0,104.0
Nn1c(SCC(=O)N2CCN(S(=O)(=O)c3ccc(Cl)cc3)CC2)nnc1-c1cccs1,98.0,101.0,100.0,-6.8,103.9,0.0,101.0,-26.4,·,102.0,102.0
COc1ccc(COC(=O)C2=C(C)NC(=O)NC2c2ccc(O)c(OC)c2)cc1 (stereo unspecified),95.0,98.0,98.0,-0.3,135.2,-3.0,97.0,-36.6,7.8,97.0,97.0
CC(=O)c1c(C)nc(-c2ccc(Cl)cc2Cl)n1O,?,?,?,7.7,103.5,-2.0,?,-13.4,·,?,?
COc1ccc(C(O)c2nc3ccccc3n2C)cc1OC (stereo unspecified),100.0,100.0,100.0,7.4,101.3,-4.0,99.0,-19.6,·,102.0,101.0
CCOC(=O)CSc1nnc(CNC(=O)Cc2ccccc2)n1C,99.0,98.0,97.0,-8.3,100.8,-10.0,97.0,-1.9,·,108.0,97.0
Cc1cc(C)cc(Oc2ccc(NC(=O)C3CC=CCC3C(=O)O)cc2)c1 (stereo unspecified),96.0,98.0,97.0,7.6,100.6,-2.0,96.0,-24.8,21.6,96.0,98.0
CCOC(=O)CSc1nc2sc3c(c2c(=O)n1CC)CC(C)(C)OC3,100.0,102.0,98.0,-2.3,100.1,0.0,99.0,-18.8,·,109.0,104.0
CCOc1ccc(S(=O)(=O)N(C)c2ccc(OCC(=O)Nc3nccs3)cc2)cc1,98.0,97.0,96.0,6.2,99.0,0.0,96.0,0.8,13.4,97.0,100.0
O=C(c1ccc(Cl)cc1)N1CCC(O)(CSc2ccccc2)CC1,95.0,98.0,95.0,9.4,101.0,-1.0,92.0,5.5,7.5,99.0,100.0
c1cc2c3c(cccc3c1)C(N1CCCCCC1)=N2,99.0,102.0,101.0,0.5,100.0,-5.0,102.0,-28.5,3.0,107.0,104.0
C=CCn1c(SCC(=O)OCc2ccccc2)nc2c1c(=O)n(C)c(=O)n2C,99.0,102.0,102.0,-6.0,97.3,4.0,102.0,-20.9,·,104.0,103.0
C/C(=C1/SC(=S)N(CCC(=O)O)C1=O)c1ccc(O)cc1,77.0*,88.0,85.0,-5.3,91.7,6.0,86.0,-35.8,·,92.0,85.0
